RAD54 branch = blocks human RAD54 Holliday junction branch migration | 360,000 tested, 0.14% active | Q92698 | AID 602329 | inhibition, % at 10.4 µM | FAM/BHQ fluorescence;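 active = mean normalized replicate activity at least 40 and at least half of replicates scoring 40 or more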;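 note: 0% = median of neutral control wells and 100% = median of positive control wells; inhibitors cause a drop in the FAM fluorescence signal; in these data hits start at about 50%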
PGC1a acetyl inh = PGC1a acetylation modulation, inhibitor mode. U2OS PGC1a acetylation, AlphaScreen anti-acetyl-lysine; with virally co-expressed GCN5 acetyltransferase. inhibition, % at 15.6 µM. 350,000 tested, 0.17% active. AID 651687;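 active = every replicate shows inhibition of at least 40%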;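 note: 0% = neutral control wells and 100% = positive control wells; some results beyond the cut were filed as inactive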
ERAP1 inh = blocks human ERAP1 aminopeptidase activity. Q9NZ08. recombinant ERAP1, Leu-AMC fluorescence, 60 min. inhibition, % at 10.7 µM. 340,000 tested, 0.15% active. AID 652197;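 active = mean replicate inhibition of at least 30%, or all replicates individually reaching that 30% level; inactive = mean below 30% and not every replicate reaching it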;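 note: 0% = neutral control wells and 100% = L-leucinethiol positive control wells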
Cneo AK release = Cryptococcus neoformans lysis via adenylate kinase release; C. neoformans lysis, adenylate kinase release luminescence, 4 h; normalised: neutral wells 0, clomiphene wells 100; lysis activity, % at 15 µM; 360,000 tested, 0.2% active; AID 651654;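 active = mean lysis activity across replicates of at least 80%, whatever share of replicates individually reach that level; inactive = mean lysis activity below 80%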
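Test system: log-phase Cryptococcus neoformans yeast cells; Quantity: yeast cell density of 5 × 10^6 cells/mL; Buffer or medium: YPD; Doses: single compound concentration per well; Timing: 4 h at 37 °C static, read 1 h later; Measured by: AK luminescence; Read-out basis: lysis from increased AK signal; Control set: Clomiphene as positive control.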
miR-122 sensor = blocks miR-122 activity in Huh7 sensor cells; Huh7 miR-122 Renilla luciferase sensor, 48 h; neutral wells = 0, positive control = 100; activation (reporter increase), % at 12.5 µM; 340,000 tested, 0.3% active;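 active = mean replicate activation score at least 90 and every replicate individually at or above 90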;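 note: higher luciferase means less miR-122 activity so hits act as miR-122 inhibitors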
PglD DTNB = PglD (C. jejuni) enzyme inhibition; purified PglD enzyme, DTNB colorimetric CoA detection; inhibition, % at 12.5 µM; AID 602405; 360,000 tested, 0.098% active; in the data active = inhibition above about 16%, passing the limit was not always enough; note: strong numbers were not always called active
E-sel inducer = E-selectin induction on HUVECs; P16581; HUVEC E-selectin immunofluorescence imaging; normalized: neutral wells 0, TNF-alpha wells 100; activation, % at 7.58 µM; 260,000 tested, 0.37% active; AID 686992;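 active = mean E-selectin-positive cell signal at least 10% of the positive control, reached in at least 60% of replicates, without over 20% cell loss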;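 note: in these data hits start at about 27%; measured in HUVEC primary endothelial cells; signal is the percent of cells scored E-selectin positive by PE staining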
Target sequence (P16581 whole entry, looked up): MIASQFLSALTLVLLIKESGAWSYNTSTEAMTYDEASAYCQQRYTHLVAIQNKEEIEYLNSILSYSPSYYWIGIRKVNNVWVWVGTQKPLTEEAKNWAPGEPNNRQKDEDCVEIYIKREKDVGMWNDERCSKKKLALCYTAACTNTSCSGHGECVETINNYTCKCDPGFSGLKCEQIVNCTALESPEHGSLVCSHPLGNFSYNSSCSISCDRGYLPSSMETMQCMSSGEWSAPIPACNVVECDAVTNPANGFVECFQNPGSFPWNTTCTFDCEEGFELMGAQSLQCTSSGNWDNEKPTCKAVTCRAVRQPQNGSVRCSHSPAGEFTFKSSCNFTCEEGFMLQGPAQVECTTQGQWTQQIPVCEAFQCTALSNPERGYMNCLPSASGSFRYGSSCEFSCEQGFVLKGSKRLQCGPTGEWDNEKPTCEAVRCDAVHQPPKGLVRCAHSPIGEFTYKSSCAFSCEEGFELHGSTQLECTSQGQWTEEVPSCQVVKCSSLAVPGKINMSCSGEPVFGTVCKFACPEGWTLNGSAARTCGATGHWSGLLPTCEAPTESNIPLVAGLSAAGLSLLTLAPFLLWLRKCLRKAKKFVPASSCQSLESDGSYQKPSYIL
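Test system: HUVEC; input: 3,000 HUVEC/well; measured by: immunofluorescence imaging; read-out: % PE-positive cells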
RAD52 inh = RAD52 (human) annealing inhibition | P43351 | recombinant RAD52 DNA annealing, FRET fluorescence | inhibition, % at 18.7 µM | 360,000 tested, 0.46% active;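 active = every replicate showing at least 50% inhibition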
Target sequence (P43351 whole entry, looked up): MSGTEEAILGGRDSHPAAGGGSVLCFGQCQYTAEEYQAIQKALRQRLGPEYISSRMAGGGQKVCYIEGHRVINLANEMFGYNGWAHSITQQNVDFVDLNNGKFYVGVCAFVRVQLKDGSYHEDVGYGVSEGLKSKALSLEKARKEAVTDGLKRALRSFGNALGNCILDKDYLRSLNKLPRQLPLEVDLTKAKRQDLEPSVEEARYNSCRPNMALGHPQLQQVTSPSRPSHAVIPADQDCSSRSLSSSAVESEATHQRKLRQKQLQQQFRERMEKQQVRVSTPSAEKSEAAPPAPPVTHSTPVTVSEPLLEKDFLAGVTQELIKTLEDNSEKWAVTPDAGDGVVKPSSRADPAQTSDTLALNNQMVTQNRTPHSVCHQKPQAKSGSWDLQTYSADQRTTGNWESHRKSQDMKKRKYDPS
Active calls of the source: *; / = not tested or not shown; & = joins results of further samples; [ ] = remark or other dose. Random draw from the library; overall some 1.4% were active at least once.

smiles,PglD DTNB,miR-122 sensor,E-sel inducer,Cneo AK release,RAD52 inh,ERAP1 inh,RAD54 branch,PGC1a acetyl inh
C[C@@H]1CCCCO[C@H](CN(C)C(=O)Cc2ccccc2)[C@@H](C)CN([C@@H](C)CO)C(=O)c2cc(NS(=O)(=O)c3ccc(Cl)cc3)ccc2O1,1,6[16.7 µM],1.5,0,-10,3,-13,8
CC(Sc1nnc(-c2ccccc2F)n1C)C(=O)Nc1ccc(N2CCOCC2)cc1 (configuration not stated),/,-1,-0.2,/,-18,-1,/,5
CC(=O)Nc1sc(N/N=C\c2ccccc2F)nc1-c1cccs1,1,-3,17,0,-15,0,0,6
CCn1c2ccccc2c2cc(NC(=O)COC(=O)Cc3cn4ccsc4n3)ccc21,-10,-5,/,1,/,/,7,-11
CC1CCCN(C(=O)C2(NC(=O)Nc3cccc(F)c3)CCCCC2)C1 (configuration not stated),3,-3,/,-1,-5,2,2,/
C[C@H](CO)N1C[C@H](C)[C@H](CN(C)C(=O)Nc2ccc(F)cc2)Oc2ccc(NC(=O)NC3CCCCC3)cc2C1=O,-1,-6[16.7 µM],-0.9,-11,4,0,5,3
c1csc(-c2cn3ccc4ccccc4c3n2)c1,/,-3,/,/,-23,3,/,-11
CC(C)C(=O)Nc1ccc2oc(=O)ccc2c1,-1,-4,3.6,17,-21,-1,-2,1
Cc1cccc(OCc2nnc(SCC(=O)NCc3ccc4c(c3)OCO4)o2)c1,6,-1,-0.2,1,-22,1,-8,1
COc1ccc(N2CCN(C(=O)CSc3nnc(-c4cccnc4)n3-c3ccc(F)cc3)CC2)cc1,8,0,/,-3,/,/,1,10
O=C1CC(N2CCOCC2)C(=O)N1c1ccc2c(c1)OCO2 (configuration not stated),/,6,/,-3,/,/,-6,0
COC1CC(NC(C)=O)C(OC(=O)c2ccccc2)C(CBr)O1 (configuration not stated),0,-5,-0.3,0,8,-2,9,-7
CCCCN1C[C@H](C)[C@@H](CC(=O)NC)C1=O,2,-3,-0.1,0,-8,8,-2,/
O=C1CN(c2nc(-c3cccnc3)nc3sc4c(c23)CCCC4)CCN1,1,13,0.1,-1,11,4,0,-11
O=C(CSc1cc(Cl)ccc1Cl)NC1CCCc2ccccc21 (configuration not stated),15,15,0.9,2,-8,-3,3,-13
CN1CCN(CCCNC(=O)c2ccc3c(c2)N(Cc2ccc(F)cc2)CCS3)CC1,-2,/,/,0,39,13,3,/
C[C@@H]1CN([C@H](C)CO)C(=O)c2cc(NS(=O)(=O)c3ccc(Cl)cc3)ccc2O[C@@H](C)CCCCO[C@@H]1CN(C)Cc1ccc(C(=O)O)cc1,3,7[16.7 µM],1.0,-15,-4,7,-6,11
COCC(=O)N1CC(=O)N2[C@@H](CO)[C@@H](c3ccc(-c4cccnc4)cc3)[C@@H]2C1,/,/,0.5,/,2,3,/,-4
Cc1cc(C)n(C(C)CNS(=O)(=O)c2ccc(C)c(C)c2)n1 (configuration not stated),2,/,/,-3,0,-2,7,/
CC(Sc1nc2sc3c(c2c(=O)n1-c1ccccc1)CCCC3)C(=O)O (configuration not stated),-6,1,0.1,12,9,2,2,11
N#Cc1cccc(C(=O)OCC(=O)c2ccc3c(c2)NC(=O)CO3)c1,-1,2,0.8,/,-6,1,-2,-3
O=C(c1ccco1)N1CCN(C(=S)Nc2ccc(Br)cc2Cl)CC1,-3,/,0.3,4,-25,-2,-9,/
O=C(Nc1cccc(Cl)c1)N[C@H]1CC[C@@H](CCNC(=O)C2CC2)O[C@@H]1CO,0,/,-0.2,-1,-6,0,4,1
CCS(=O)(=O)N1CCC2(CC1)CN(S(=O)(=O)c1cccc(OC)c1)[C@@H](CO)c1[nH]c3cc(OC)ccc3c12,/,/,-0.2,/,21,-3,/,-16
CC(=O)N(C)C[C@@H]1Oc2ncc(-c3cccnc3)cc2C(=O)N([C@H](C)CO)C[C@H]1C,1,-6[16.7 µM],-0.3,-7,-3,2,-7,3
O=C(NC1CCCc2c1cnn2-c1ccc(F)cc1F)c1csnn1 (configuration not stated),8,7,4.8,-1,-6,1,13,/
CN(C(=O)c1ccc(NC(=O)C2CCN(C(=O)OC(C)(C)C)CC2)cc1)C1CCC1,-5,-9,0.1,4,1,-3,0,/
Cc1ccc(C)c(N2CCN(C(=O)CCn3c(=S)[nH]c4cc5c(cc4c3=O)OCO5)CC2)c1,-10,1,/,-4,/,/,4,-11
c1ccc(COc2cccc(CN3CCc4ccccc4C3)c2)cc1,4,-2,/,-5,-7,-2,7,-4
COC(=O)c1cc(C)sc1NC(=O)C1C2C=CC(CC2)C1C(=O)O (configuration not stated),8,5,-1.4,1,-11,-1,-3,-18
O=C(c1ccccc1)c1cnc(Nc2ccccc2Cl)s1,-1,6,/,-1,/,/,-4,3
CCn1c(=O)cc(OCC(=O)Nc2cccc(C)n2)c2ccccc21,1,8,/,-2,/,/,-10,3

Random excerpt: 3 compounds from above
smiles,PglD DTNB,miR-122 sensor,E-sel inducer,Cneo AK release,RAD52 inh,ERAP1 inh,RAD54 branch,PGC1a acetyl inh
Cc1ccc(C)c(N2CCN(C(=O)CCn3c(=S)[nH]c4cc5c(cc4c3=O)OCO5)CC2)c1,-10,1,/,-4,/,/,4,-11
CCS(=O)(=O)N1CCC2(CC1)CN(S(=O)(=O)c1cccc(OC)c1)[C@@H](CO)c1[nH]c3cc(OC)ccc3c12,/,/,-0.2,/,21,-3,/,-16
CC(Sc1nc2sc3c(c2c(=O)n1-c1ccccc1)CCCC3)C(=O)O (configuration not stated),-6,1,0.1,12,9,2,2,11

The list continues:
smiles,PglD DTNB,miR-122 sensor,E-sel inducer,Cneo AK release,RAD52 inh,ERAP1 inh,RAD54 branch,PGC1a acetyl inh
CN(C)CC#Cc1ccc([C@H]2[C@H](CO)N3C(=O)CN(C(=O)c4ccc(F)cc4)C[C@@H]23)cc1,/,/,0.1,/,5,-3,/,5
O=C(COC(=O)Cc1ccc(F)cc1)NC1CCS(=O)(=O)C1 (configuration not stated),/,-1,0.3,/,-6,-1,/,/
O=C(N/N=C/c1cn(-c2ccccc2)nc1-c1ccccc1)c1ccco1,1,-3,/,-3,/,/,3,4
COc1cccc(CN2[C@@H]3CN(C(=O)c4ccncc4)c4ccccc4[C@@H]3[C@@H]2CO)c1,1,11[16.7 µM],-0.1,2,-12,-4,2,4
CCCCCOC(=O)Cc1c(O)c2ccccc2[nH]c1=O,-2,-1,/,2,/,/,-3,-5
CC(NC(=O)COC(=O)c1ccc(Cl)cc1O)c1ccc(F)cc1 (configuration not stated),-5,-4,0.0,9,-15,1,2,-1
O=C(C[C@H]1CC[C@H]2[C@@H](COC[C@H](O)CN2Cc2cc(F)ccc2F)O1)NCc1ccc(Cl)cc1,3,5[16.7 µM],0.0,-2,9,2,-5,2
COc1cc(NC(=O)Nc2cc(C)on2)cc(OC)c1OC,-2,4,0.1,-1,-13,-4,6,-1
CC(=O)Nc1ccc(NC(=O)c2ccc(Cl)c(S(=O)(=O)N3CCc4ccccc43)c2)cc1,5,15,-0.1,-2,-3,-4,-11,0
CCC(=O)N(Cc1ccco1)c1nc(-c2cc(OC)ccc2OC)cs1,/,12,/,0,/,/,-11,2
CN1CCN(CC(=O)N(Cc2c(C#N)c3ccccc3n2C)c2ccccc2)CC1,-1,6,/,0,/,/,1,/
Cc1ccc(CC2C(=O)N(c3nc(C)cc(C)n3)C(=O)C2C)cc1 (configuration not stated),-13,/,/,-1,-13,3,2,-7
COc1ccc(S(=O)(=O)N(C)C[C@@H]2Oc3cc(-c4cccc(F)c4)ccc3S(=O)(=O)N([C@H](C)CO)C[C@H]2C)cc1,0,-39[16.7 µM],0.5,-3,4,-4,2,-41
CC(c1ccccc1)N1CCn2c(nc3cc(NC(=O)c4cccs4)ccc32)C1 (configuration not stated),-5,5,/,-4,/,/,16,-4
Cc1cc(-c2ccccc2)nc(SCC(=O)N2CCCC2)n1,/,3,/,/,-17,-3,/,3
CCOC(=O)C1CCCN(S(=O)(=O)c2ccc(S(N)(=O)=O)cc2)C1 (configuration not stated),-3,-2,/,-1,-35,-2,2,-10
C[C@H]1CN([C@@H](C)CO)C(=O)c2cc(NC(=O)Nc3ccc(F)cc3)ccc2O[C@H]1CN(C)Cc1ccc(Cl)c(Cl)c1,4,-1[16.7 µM],/,-1,-8,-1,6,8
CC(C)C[C@H]1CN=C(Nc2ccccc2)N1CCC1CCCCC1,6,-6,0.2,1,7&15,-4&1,0,3
C[C@H]1CN([C@@H](C)CO)C(=O)c2cc(NC(=O)CCN3CCOCC3)ccc2O[C@H]1CN(C)C(=O)Nc1ccc(F)cc1,0&2,-4[16.7 µM],0.0&0.0,5&-1,-2&-9,1&1,4&-8,7
CC(=O)Nc1cccc(C(=O)NNC(=O)c2ccccc2-n2cccc2)c1,1,-3,3.9,-2,-7,-1,2,/
Cc1nc(SCc2nc3c([N+](=O)[O-])cccc3[nH]2)c2oc3ccccc3c2n1,-7,4,/,6,/,/,9,-12
CN1C(=S)SC(N(O)C(=O)Nc2ccccc2)C1(C)C (configuration not stated),-1,-8,/,1,/,/,-9,10
COc1ccc(C[C@H]2CCn3cc(nn3)COC[C@H](C(C)C)NC2=O)cc1,/,/,0.0,4,2,0,/,/
COc1ccccc1NS(=O)(=O)c1cccc(C(=O)N/N=C(\C)c2ccncc2)c1,4,-2,0.1,0,1,3,-3,-3
OC[C@H]1[C@@H](c2ccc(C#Cc3ccccc3)cc2)[C@@H]2CN(Cc3cncnc3)CCCCN12,-3,-8[16.7 µM],0.1,46,-8,3,-3,-26
Cc1oc(C(=O)O)cc1CSc1nnc(-c2ccccc2)n1C,0,1,/,0,/,/,-28,-8
CCN(CC)S(=O)(=O)c1ccc(SCC(=O)c2c(N)n(C3CC3)c(=O)[nH]c2=O)nc1,3,-3,-0.2,-4,-13,6,10,-23
COc1cccc(/C=N/NC(=O)Cn2cnc3c2c(=O)n(C)c(=O)n3C)c1OC,-2,1,/,-1,-12,0,-2,5
CN(CC(=O)Nc1cccc(F)c1)C(=O)/C=C/c1ccc(Br)s1,-3,-7,0.4,-1,-7,-2,-7,/
CC1CCCCN1C(C(=O)O)c1ccccc1 (configuration not stated),/,-5,0.1,/,-22,-2,/,-10
CCN(CC1CCCO1)C(=O)CCc1nnc(CCc2ccc(OC)cc2)o1 (configuration not stated),1,-9,/,2,-5,5,4,1
COc1ccc(S(=O)(=O)Nc2ccc3c(c2)C(=O)N([C@@H](C)CO)C[C@@H](C)[C@H](CN(C)S(=O)(=O)c2cn(C)cn2)OCCCC[C@H](C)O3)cc1,3,4[16.7 µM],-0.5,2,9,1,1,24
CC1CN(c2cc(=O)n(-c3cccc(Br)c3)c(=O)[nH]2)CC(C)O1 (configuration not stated),-3,/,/,1,-15,4,-25,/
O=C(C[C@H]1C=C[C@H](NC(=O)C2CC2)[C@H](CO)O1)Nc1nccs1,2,/,0.8,-1,-4,0,-7,-9
C[C@H](CO)N1C[C@H](C)[C@@H](CN(C)Cc2ccc(C(=O)O)cc2)Oc2ccc(NC(=O)Cn3cnnn3)cc2CC1=O,/,/,2.1,/,3,0,/,7
Cc1nn(CC(=O)NCCc2cccs2)c(=O)c2nn(-c3ccccc3)c(C)c12,-4,-4,/,-2,-38,0,5,-16
CCCCSc1nc(O)cc(=O)n1CC,11,8,0.8,0,-9,0,10,-2
